# Screening data deposited in PubChem by National Center for Advancing Translational Sciences (NCATS).
# AmpC detergent: AmpC beta-lactamase inhibition with detergent present; AmpC hydrolysis of nitrocefin, absorbance 480 nm, 0.01% Triton; 0.041% of 370,000 active; AID 485294; Potency, µM (highest dose often 114 µM), for inactives: at the highest dose activity change, negative = inhibition, hits mostly inhibitors; P00811;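 note: potency is the fitted concentration of half-maximal effect; 0% = no-compound wells and -100% = no-enzyme wells; nearly all actives have a fitted effect of over 25% in size; some results filed as inactive show a strong effect at the top dose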
# Target sequence (P00811 whole entry, looked up): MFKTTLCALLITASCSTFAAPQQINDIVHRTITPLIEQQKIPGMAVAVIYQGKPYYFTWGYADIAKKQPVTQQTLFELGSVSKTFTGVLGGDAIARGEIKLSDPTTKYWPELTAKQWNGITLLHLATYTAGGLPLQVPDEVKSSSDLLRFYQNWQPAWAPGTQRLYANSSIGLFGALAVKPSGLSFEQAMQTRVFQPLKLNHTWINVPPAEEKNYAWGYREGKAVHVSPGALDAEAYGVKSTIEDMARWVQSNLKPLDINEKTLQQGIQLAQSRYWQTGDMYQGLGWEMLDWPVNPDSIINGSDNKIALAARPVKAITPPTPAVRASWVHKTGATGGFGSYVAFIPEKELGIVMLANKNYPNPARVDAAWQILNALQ
#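 AmpC (5.3 nM in the dispensed reagent) in 20 mM phosphate pH 7.0 with 0.01% (detergent screen) or 0.0001% Triton X-100 was preincubated with compounds for 15 min at room temperature. Nitrocefin was then added from an 800 uM solution, and hydrolysis was followed at 480 nm.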
# AMA1-RON2 inh: inhibitors of Plasmodium falciparum AMA1-RON2 interaction. AlphaScreen AMA1-biotinylated RON2 peptide binding. Potency, µM (highest dose often 58.2 µM), for the others: at the top dose activity change, negative = inhibition, actives largely listed as inhibitors. 0.2% of 360,000 active;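 note: potency is the fitted concentration of half-maximal effect; 0% = vehicle wells and -100% = peptide control; nearly all actives have a fitted effect of over 45% in size; some results filed as inactive show a strong effect at the top dose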
#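 AMA1 (3D7) with his tag at 25 nM final met compounds first, then biotinylated RON2 peptide at 25 nM; detection used donor plus acceptor beads, 10 µg/mL apiece, read by AlphaScreen after 30 min at room temperature.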
# AmpC no deterg: AmpC beta-lactamase inhibition without detergent; AmpC nitrocefin hydrolysis, absorbance 480 nm, 0.0001% Triton; P00811; Potency, µM (series often up to 57.1 µM), inactives show at the top dose activity change, negative = inhibition, most hits filed as inhibitors; AID 485341; 0.52% of 330,000 active;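 note: potency is the fitted concentration of half-maximal effect; plate controls were no compound for no effect and no enzyme for full effect; nearly all actives have a fitted effect of over 20% in size; some results filed as inactive show a strong effect at the top dose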
#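 AmpC (5.3 nM in the dispensed reagent) in 20 mM phosphate pH 7.0 with 0.01% (detergent screen) or 0.0001% Triton X-100 was preincubated with compounds for 15 min at room temperature. Nitrocefin was then added from an 800 uM solution, and hydrolysis was followed at 480 nm.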
# Sm TGR inh: S. mansoni TGR enzyme inhibition; Q962Y6; purified TGR, DTNB reduction, TNB absorbance 405 nm; Potency, µM (top dose mostly 114 µM), inactives show top-dose activity change, negative = inhibition, hits mostly inhibitors; 3% of 360,000 active; AID 485364; note: potency is the fitted concentration of half-maximal effect; nearly all actives have a fitted effect of over 60% in size
#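 TGR 20 nM + NADPH 100 uM (dispensed conc.), cpd preinc 15 min RT; start with NADPH (500 uM addition) then DTNB (15 mM addition). Kinetic TNB absorbance, 405 nm filter. Four-parameter Hill fit across titration.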
# LmPK inh: LmPK (Leishmania mexicana) enzyme inhibition; Q27686; purified LmPK, Kinase-Glo ATP luminescence, 1 h; Potency, µM (top dose mostly 57.5 µM), for the others: at the highest dose activity change, negative = inhibition, hits mostly inhibitors; 0.37% of 290,000 active; note: potency is the fitted concentration of half-maximal effect
# Target sequence (Q27686 whole entry, looked up): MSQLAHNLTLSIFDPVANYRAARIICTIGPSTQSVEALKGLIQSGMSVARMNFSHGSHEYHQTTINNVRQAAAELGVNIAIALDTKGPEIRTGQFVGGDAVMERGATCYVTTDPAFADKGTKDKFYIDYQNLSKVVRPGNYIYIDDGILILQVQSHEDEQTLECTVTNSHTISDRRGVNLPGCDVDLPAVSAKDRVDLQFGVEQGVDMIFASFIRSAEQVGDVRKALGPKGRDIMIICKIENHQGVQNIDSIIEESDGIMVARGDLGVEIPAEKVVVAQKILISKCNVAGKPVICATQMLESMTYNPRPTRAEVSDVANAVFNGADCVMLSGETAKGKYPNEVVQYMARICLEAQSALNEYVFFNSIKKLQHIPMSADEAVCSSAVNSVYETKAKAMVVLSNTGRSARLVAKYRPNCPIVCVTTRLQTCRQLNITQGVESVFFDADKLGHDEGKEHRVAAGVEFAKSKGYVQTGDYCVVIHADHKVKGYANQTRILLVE
#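 Pyruvate kinase activity monitored as ATP production (luciferase luminescence). Conditions: 0.1 nM enzyme, 0.5 mM PEP, 0.1 mM ADP, 1 h, RT; normalized against uninhibited and no-enzyme wells.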
# HCMV antiviral: blocks human cytomegalovirus replication; HFF cells, HCMV-luciferase reporter, 72 h; active compounds read low; activity change, negative = inhibition, % at 57.5 µM; 4.5% of 410,000 active; AID 1259415; in the data active = activity change below about -60%; inconclusive = no clear call, values can overlap the other calls; inactive = above about -39%
#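 HFF cells seeded 16 h at 37C, treated with compounds, infected with luciferase-reporter HCMV at MOI 1 PFU/cell; luciferase read at 72 h post infection, normalized to buffer-only and Salinomycin controls.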
# TbPYK inhibitor: inhibitors of Trypanosoma brucei pyruvate kinase; 0.12% of 410,000 active; TbPYK enzyme, Kinase-Glo Plus ATP luminescence, 45 min; Potency, µM (titrated, usually from 76.8 µM), inactives show at the top dose activity, negative = inhibition, actives largely listed as inhibitors; note: potency is the fitted concentration of half-maximal effect; nearly all actives have a fitted effect of over 50% in size
#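 Activity of T. brucei pyruvate kinase was followed by Kinase-Glo Plus luminescence after the enzyme reacted 45 min at room temperature with 130 uM ADP (final) and substrate. Test compounds were added before ADP at multiple concentrations.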
# Starred values were filed as active, the others as inactive; u = inconclusive; x = not tested or not shown; [ ] = remark or other dose. Unless noted, calls come from the whole dose curve; as a rule, active = well fitted curve in the direction sought with a large enough effect; inconclusive = small, poorly fitted or top-dose-only effect, or another doubt; inactive = no such curve, though single readings can be large; an effect the other way counts as inactive or inconclusive. Unless noted, % is set by controls: 0 for no effect and ±100 for the full control effect.
SMILES,AmpC detergent,AMA1-RON2 inh,AmpC no deterg,Sm TGR inh,LmPK inh,HCMV antiviral,TbPYK inhibitor
N#CCCN(C(=S)NC(=O)c1cccs1)c1ccccc1F,-1%,-21%,-2%,-1%,x,-8,-16%
O=C(Nc1cccc(NC(=O)c2cccs2)c1)c1ccc(Br)cc1,4%,21%,-60%,-1%,9%,-1,-4%
COc1ccccc1NC(=O)CSc1n[nH]c(-c2ccccn2)n1,u,-16%,-32%,-4%,-2%,-28,0%
O=C1NC(=O)N(c2ccc3c(c2)OCO3)C(=O)/C1=C\c1ccc(-c2ccccc2C(=O)O)o1,-5%,-7%,-28%,u,16%,-39,u
Cc1cccc(N2C(=O)CC(Sc3nc(-c4ccccc4)c4cc(Cl)ccc4n3)C2=O)c1 (stereo not given),-11%,-1%,-34%,3%,7%,-10,4%
COc1ccc(/C=N/NC(=O)CCn2cnc3ccccc32)cc1,3%,-9%,0%,17%,9%,-1,3%
COc1ccc(N(C(=O)c2cnsn2)C(C(=O)NC2CCCCC2)c2ccncc2)cc1 (stereo not given),1%,4%,-10%,-5%,2%,-9,-7%
Cc1ccc(Cn2nnc3c(=O)[nH]c(C4CCN(S(=O)(=O)Cc5ccccc5)CC4)nc32)cc1,1%,3%,21%,-16%,-4%,27,0%
Cc1ccc(CNC(=O)C2CCC(=O)N2Cc2ccc(C)cc2)cc1 (stereo not given),-7%,1%,25%,8%,2%,-1,5%
CC(C)Oc1ccc(CNC(=O)C2CCN(C(=O)N3CCOc4ccccc43)CC2)cc1,-10%,3%,156%[activator],4%,-2%,-8,-1%
COc1ccc(NC2=Nc3cccc4cccc2c34)cc1OC,-11%,-25%,-19%,-22%,-1%,48,2%
CCN(CC)C(=O)Cn1cc(SCC(=O)NC2CCCC2)c2ccccc21,1%,-3%,21%,-2%,5%,u,-10%
CCS(=O)(=O)n1nc(-c2ccccc2)nc1SCc1ccccc1,0%,14%,-14%,-1%,10%,138,4%
CC(C)n1c(N2CCN(C(=O)Nc3ccc(Cl)cc3)CC2)nc2ccccc21,6%,-18%,-32%,-2%,0%,-26,1%
CC1(C)Cc2c(sc3nn[nH]c(=O)c23)CO1,-12%,-13%,-12%,-31%,4%,23,-11%
COc1cc(C(=O)NNC(=O)c2cccc(Cl)c2)ccc1OCC(=O)N1CCOCC1,2%,25%,-12%,-7%,x,24,3%
CCOc1cc2[nH]c(=S)n(Cc3ccc(C(=O)NCCCN4CCOCC4)cc3)c(=O)c2cc1OCC,-7%,105%[activator],172%[activator],-3%,-6%,-29,u
COc1ccc(C(CNC(=O)Cn2[nH]c(=O)c3ccccc3c2=O)N2CCCC2)cc1 (stereo not given),-10%,-9%,-5%,-10%,6%,60,-3%
Cc1cc(C(=O)OCC(=O)NCc2ccc3c(c2)OCO3)c2ccccc2n1,1%,-2%,-23%,5%,1%,6,6%
Cc1ccc(C(C)C)c(OCc2ccc(C(=O)N/N=C/c3ccc(O)c(O)c3)cc2)c1,17%,20%,-19%,2%,-5%,u,2%
O=C(c1ccco1)N1CCN(c2ncnc3c2[nH]c2ccc(Br)cc23)CC1,u,25%,-16%,u,4%,u,3%
CC[C@]12c3[nH]c4ccccc4c3CCN1C(=O)C(CC(=O)NC(C)(C)C)C[C@@H]2C(=O)N1CCN(C(=O)C2CC2)CC1 (stereo not given in full),x,9%,120%[activator],x,x,-17,-4%
C/C(=N\NC(=O)c1cc(-c2ccc(Br)s2)[nH]n1)c1ccncc1,u,13%,-4%,11%,1%,u,0%
Cc1cc2cc(NC(=O)c3ccco3)ccc2[nH]1,6%,-11%,-3%,8%,2%,50,-16%
CC(=O)OC1C(=O)OCC23CCC4(C)OC4C2OC2CC(OC(=O)C=CC=CC(=O)OCCC1C)C3(C)C21CO1 (stereo not given),x,-8%,x,x,x,-96*,0%
CC(c1ccco1)N(C(=O)c1ccc(C#N)cc1)c1ccccn1 (stereo not given),-3%,9%,-1%,1%,-1%,51,-3%
Cn1nnc(NC(=O)c2ccccc2F)n1,-15%,-4%,-18%,0%,-11%,-11,1%
CC(=O)Nc1ccc(S(=O)(=O)NCCC(=O)NCCOc2ccccc2)cc1,1%,-3%,-9%,3%,x,4,-5%
CCCCOC(=O)/C(C#N)=C/c1ccc(-c2ccc(Br)cc2)o1,3%,x,x,-2%,x,6,0%
Cc1ccc(Cn2c(=O)n(CCCCC(=O)NCCc3ccc(Cl)cc3)c(=O)c3ccccc32)cc1,16%,x,x,1%,x,7,2%
CN1C(=O)C(=Cc2c(OCc3cnc(Cl)s3)ccc3ccccc23)C(=O)N(C)C1=O,5%,5%,-30%,-9%,2%,494,-20%
Cc1ccc(NC(=S)NNC(=O)CSc2nnc(-c3ccc(Cl)cc3)n2C2CCCCC2)cc1,-12%,33%[activator],-17%,-11%,-2%,u,-1%
COc1cccc(C2C3=C(CCCC3=O)Nc3[nH]n(-c4ccccc4)c(=O)c32)c1 (stereo not given),6%,17%,-9%,1%,1%,-31,-5%
CC(=O)Nc1cc(C)nn1-c1nc2ccccc2s1,0%,-5%,-13%,6%,5%,136,-17%
COc1ccc(NC(=O)COC(=O)CC2CC3CCC2C3)c([N+](=O)[O-])c1 (stereo not given),6%,u,-8%,4%,-2%,u,3%
Cn1c(=O)c2c(ncn2CC(N)=O)n(C)c1=O,-7%,16%,-27%,-3%,4%,-7,5%
Cc1ccccc1CN(C)C1CCN(C)CC1,-9%,-2%,8%,3%,-5%,46,1%
COc1ccc([N+](=O)[O-])cc1NC(=O)c1cncc(Br)c1,-5%,8%,-16%,x,2%,u,-9%
Cc1cccc(OC(=O)Nc2ccc(C(=O)O)c(O)c2)c1,x,0%,x,x,x,90,-15%
COc1cc(Cl)c(CNC[C@H]2O[C@@H](n3cnc(C(N)=O)n3)[C@H](O)[C@@H]2O)c(Cl)c1O,x,4%,x,x,x,-15,-19%
Cc1cccc(CCN(Cc2cc3cccc(C)c3[nH]c2=O)C(=O)N2CCOCC2)c1,u,3%,35%,-12%,8%,-24,-1%
c1ccc(CNc2cnccn2)cc1,5%,-7%,-10%,u,7%,-1,-2%
CC1CCC(NC(=O)c2cc(S(=O)(=O)N(C)C)ccc2N2CCCC2)CC1 (stereo not given),-19%,0%,-23%,-6%,x,22,-2%
Cc1cc(C)cc(NC(=O)c2nccnc2C(=O)O)c1,u,-5%,-11%,-29%,7%,39,-6%
Cc1cc(NS(=O)(=O)c2ccc(NC(=O)c3ccccc3C)cc2)nc(C)n1,21%,x,x,3%,x,-6,0%
Cc1cccc(C(=O)NC(Oc2ccccc2)C(Cl)(Cl)Cl)c1 (stereo not given),2%,2%,-2%,5%,4%,-9,-26%
COc1ccc(N2CCN(C(=O)C3CCCN3S(=O)(=O)c3cccc4nsnc34)CC2)cc1 (stereo not given),1%,-9%,76%[activator],64%[activator],-2%,x,-10%
CCOc1ccc(C(CC(=O)O)n2cnnn2)cc1 (stereo not given),2%,15%,-13%,-4%,12%[11.5 µM],-29,3%
Cc1cc2oc(=O)cc(C)c2c(=O)o1,2%,1%,-5%,-10%,-2%,12,-5%
CC(=O)N1N=C(c2ccncc2)OC12CCCCC2,2%,14%,-14%,2%,-2%,12,3%

# By substructure, the entries above with a thiophene ring, fused or not.
SMILES,AmpC detergent,AMA1-RON2 inh,AmpC no deterg,Sm TGR inh,LmPK inh,HCMV antiviral,TbPYK inhibitor
N#CCCN(C(=S)NC(=O)c1cccs1)c1ccccc1F,-1%,-21%,-2%,-1%,x,-8,-16%
O=C(Nc1cccc(NC(=O)c2cccs2)c1)c1ccc(Br)cc1,4%,21%,-60%,-1%,9%,-1,-4%
CC1(C)Cc2c(sc3nn[nH]c(=O)c23)CO1,-12%,-13%,-12%,-31%,4%,23,-11%
C/C(=N\NC(=O)c1cc(-c2ccc(Br)s2)[nH]n1)c1ccncc1,u,13%,-4%,11%,1%,u,0%

# (next part)
SMILES,AmpC detergent,AMA1-RON2 inh,AmpC no deterg,Sm TGR inh,LmPK inh,HCMV antiviral,TbPYK inhibitor
Cc1cc(C)n2nc(C(F)(F)F)c(-c3ccccc3)c2n1,4%,-14%,-1%,13%,2%,12,-12%
O=C(Nc1ccc(NC(=O)c2ccc(Cl)c(S(=O)(=O)N3CCOCC3)c2)cc1)c1ccccc1,-8%,11%,12%,-15%,-1%,-25,3%
O=C(COC(=O)CNC(=O)c1ccc(Cl)c([N+](=O)[O-])c1)NC(=O)c1ccccc1,-11%,-16%,-27%,0%,2%,15,-8%
CCc1cccc(NC(=O)CSc2ncc3c(n2)-c2ccccc2N(Cc2ccccc2C)S3(=O)=O)c1,5%,x,x,26%,x,24,-6%
COc1ccc(/C=C/C(=O)NC2CCN(Cc3ccccc3)CC2)cc1OC,6%,-7%,0%,6%,-5%,-5,-5%
O=C(CCC(=O)c1ccc(Oc2ccccc2)cc1)Nc1cccc(Cl)c1Cl,-9%,11%,-34%,0%,2%,16,4%
O=C(Oc1ccc[nH]c1=O)c1ccc(F)cc1,x,0%,x,x,x,-19,1%
O=C(CNC(=O)c1ccccc1F)NCCOc1ccccc1Cl,u,-9%,-8%,-12%,-1%,-20,3%
CCOc1ccccc1-c1nnc(SCC(=O)NC2CC3CCC2C3)n1CC (stereo not given),u,-2%,4%,1%,-7%,-4,-1%
COc1cccc(C(=O)NCCS(=O)(=O)NCc2ccc(Cl)cc2)c1,-20%,-15%,-27%,-14%,x,-33,-3%
CCN(CC)S(=O)(=O)c1ccc(C(=O)NCc2n[nH]c(=S)n2Cc2ccccc2)cc1,3%,68%[activator],-12%,-1%,2%,56,u
CCOc1ccc2nc(NC(=O)CSCC(=O)Nc3cc(C)on3)sc2c1,-22%,-3%,-11%,-17%,x,34,-7%
CCOC(=O)c1c(N)sc(C(O)(C(F)(F)F)C(F)(F)F)c1-c1ccc(OC)cc1OC,u,-1%,-1%,0%,3%,-19,1%
CSCC[C@H](NC(=O)[C@H]1N2C(=O)c3ccccc3C2SC1(C)C)C(=O)NCc1ccncc1 (stereo not given in full),-6%,5%,29%,-12%,-2%,0,-24%
COc1cc(CN2CCc3nc(N4CCN(c5ccccn5)CC4)ncc3C2)cc(OC)c1OC,-11%,x,x,0%,x,-63*,-4%
